Screens: PubChem BioAssay, National Center for Advancing Translational Sciences (NCATS)
TrxR1 substrate = rat thioredoxin reductase 1 substrate activity | O89049 | purified TrxR1 substrate turnover, NADPH consumption readout | Potency, µM (series often up to 114 µM), for inactives: at the highest dose activity change, negative = substrate turnover | 390,000 tested, 0.01% active | AID 588456; note: % is set by controls: 0 for no effect and ±100 for the full control effect; nearly all actives have a fitted effect of over 50% in size
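Rat TrxR1, dispensed at 90 nM, was prereduced with 400 uM NADPH (final) for 5 min at ~22 deg C, then incubated with compound 15 min before 400 uM selenite. A first-read NADPH fluorescence drop versus no-compound background flagged substrates.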
RGS4 inh = blocks human RGS4-accelerated GTP hydrolysis; Transcreener GDP fluorescence polarization, RGS4-accelerated GTP hydrolysis; Potency, µM (doses to about 114 µM), for inactives: top-dose activity change, negative = inhibition, usual class: inhibitors; 390,000 tested, 0.039% active; AID 504845; note: % is set by controls: 0 for no effect and ±100 for the full control effect; nearly all actives have a fitted effect of over 75% in size; some results filed as inactive show a strong effect at the top dose
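MLSMR compounds (23 nl, pin-transferred) preincubated 10 min at room temperature with a 500nM (2x) first reagent, then RGS4 at 900nM (2x) plus Transcreener GDP mix added; fluorescence polarization (620/688 nm) read before and after 90 min at 30 °C.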
12-LOX inh = blocks human arachidonate 12S-lipoxygenase | P18054 | purified 12hLO, xylenol orange hydroperoxide absorbance | Potency, µM (top dose mostly 108 µM), for the others: top-dose activity change, negative = inhibition, most hits filed as inhibitors | 580,000 tested, 1.1% active; note: % is set by controls: 0 for no effect and ±100 for the full control effect
Target sequence (P18054 whole entry, looked up): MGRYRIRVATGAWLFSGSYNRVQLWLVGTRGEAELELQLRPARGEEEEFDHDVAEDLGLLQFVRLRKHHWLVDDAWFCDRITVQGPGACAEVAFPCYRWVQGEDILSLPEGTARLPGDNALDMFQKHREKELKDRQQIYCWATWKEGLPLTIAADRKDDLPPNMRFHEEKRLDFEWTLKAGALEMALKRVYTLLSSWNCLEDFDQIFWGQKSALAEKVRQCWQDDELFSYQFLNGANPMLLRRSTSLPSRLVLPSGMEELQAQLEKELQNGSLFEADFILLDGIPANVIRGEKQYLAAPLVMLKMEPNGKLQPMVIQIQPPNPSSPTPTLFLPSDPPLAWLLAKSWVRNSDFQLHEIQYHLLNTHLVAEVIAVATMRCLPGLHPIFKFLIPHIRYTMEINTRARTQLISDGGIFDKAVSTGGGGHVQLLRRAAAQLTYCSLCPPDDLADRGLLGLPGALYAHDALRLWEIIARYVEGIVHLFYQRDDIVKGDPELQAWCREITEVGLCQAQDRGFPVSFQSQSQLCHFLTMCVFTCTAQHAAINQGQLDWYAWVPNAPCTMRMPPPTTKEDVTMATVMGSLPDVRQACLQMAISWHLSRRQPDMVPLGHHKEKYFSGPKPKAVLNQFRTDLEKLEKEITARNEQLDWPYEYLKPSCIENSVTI
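Purified human 12hLO at 150 nM in 25 mM Hepes, 0.01% Triton X-100, pH 7.0, preincubated 15 min at room temperature with compound. Reaction started with 40 uM arachidonic acid, 30 min at room temperature. Hydroperoxide measured by Fe-xylenol orange, 573/405 nm absorbance ratio.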
RXFP1 agonist = agonists of human relaxin receptor RXFP1 | Q9HBX9 | HEK293T-RXFP1 cAMP TR-FRET, 30 min; response scale: percent of porcine relaxin response, buffer zero | Potency, µM (doses to about 57.5 µM), for the others: at the highest dose activation, hits mostly activators | 370,000 tested, 0.3% active; note: % is set by controls: 0 for no effect and ±100 for the full control effect; nearly all actives have a fitted effect of over 60% in size; many of its hits are not listed in these tables
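HEK293 cells stably expressing RXFP1, treated 30 min at 37C with compounds plus PDE4 inhibitor Ro 20174; cAMP measured by HTRF TR-FRET. Normalized to buffer and 29 nM porcine relaxin; EC50 by Hill fit.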
USP1 inh = USP1/UAF1 (human) deubiquitinase inhibition. Potency, µM (titrated, usually from 57.1 µM), for inactives: top-dose activity change, negative = inhibition, most hits filed as inhibitors. 390,000 tested, 0.23% active. AID 743255. recombinant USP1/UAF1, Ub-Rhodamine cleavage fluorescence. O94782; note: % is set by controls: 0 for no effect and ±100 for the full control effect; nearly all actives have a fitted effect of over 60% in size; inactives centre near -12
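USP1/UAF1 complex at 1 nM was preincubated with compound for 15 min at room temperature, then Ub-Rho substrate (150nM final) was added. Fluorescence (480/540 nm) was read kinetically, 6 reads every 60 seconds.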
Vif-A3F inh = inhibitors of Vif-A3F interaction. Potency, µM (top dose mostly 46.1 µM), inactives show top-dose activity, negative = active. AID 602313. HeLa A3F-eYFP + Vif (tagged APOBEC3F with the HIV-1 protein that degrades it), YFP fluorescence increase. 390,000 tested, 0.2% active; note: % of control where 0% means no effect; nearly all actives have a fitted effect of over 65% in size
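HeLa cells stably expressing Vif plus C-terminally eYFP-tagged A3F were seeded, incubated overnight at 37 deg C, dosed with compound, incubated overnight again at 37 deg C. Yellow fluorescence (Ex 488/Em 500-530) reported blocked Vif-mediated A3F-eYFP degradation.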
TrxR1 inh = rat TrxR1 inhibition. O89049. recombinant rTrxR1, NADPH fluorescence consumption, selenite substrate. Potency, µM (doses to about 114 µM), for the others: at the top dose activity change, negative = inhibition, usual class: inhibitors. 390,000 tested, 1% active. AID 588453; note: % is set by controls: 0 for no effect and ±100 for the full control effect; nearly all actives have a fitted effect of over 65% in size
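Rat TrxR1 (90 nM in the dispensed reagent) was pre-reduced with 400 uM NADPH for 5 min at room temperature, then incubated with compound for 15 min. After 400 uM selenite was added, NADPH fluorescence (Ex 340/Em 450 nm) was followed for 8 min.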
Vif-A3G inh = Vif-A3G binding inhibition; HeLa A3G-eYFP + Vif (tagged APOBEC3G with the HIV-1 protein that degrades it), YFP fluorescence, overnight; Potency, µM (top dose mostly 46.1 µM), for the others: top-dose activity, negative = active, usual class: inhibitors; 410,000 tested, 0.076% active;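 note: % is set by controls: 0 for no effect and ±100 for the full control effect; nearly all actives have a fitted effect of over 60% in size; hits raise eYFP signal because A3G escapes Vif-driven loss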
Target sequence (Q9HC16 whole entry, looked up): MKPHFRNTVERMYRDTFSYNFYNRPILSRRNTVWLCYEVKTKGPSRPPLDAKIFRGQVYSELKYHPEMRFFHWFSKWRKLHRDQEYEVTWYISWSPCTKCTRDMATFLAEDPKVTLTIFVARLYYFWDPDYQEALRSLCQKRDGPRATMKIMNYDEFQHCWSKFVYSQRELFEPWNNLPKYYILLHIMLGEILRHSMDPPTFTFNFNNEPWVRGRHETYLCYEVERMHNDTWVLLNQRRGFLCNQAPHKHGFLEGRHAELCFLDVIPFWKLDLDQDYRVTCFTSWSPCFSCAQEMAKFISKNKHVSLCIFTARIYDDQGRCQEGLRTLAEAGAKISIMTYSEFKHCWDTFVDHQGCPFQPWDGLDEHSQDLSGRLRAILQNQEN
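HeLa cells stably expressing Vif and C-terminally eYFP-tagged A3G, seeded overnight at 37 deg C, then exposed to compound by pintool overnight at 37 deg C. Rise in yellow fluorescence (Ex 488/Em 500-530, Acumen) marks blocked Vif-driven A3G degradation.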
mIDH1 inhibitor = human IDH1 R132H inhibition; IDH1-R132H enzyme, NADPH consumption, diaphorase/resazurin fluorescence; O75874; Potency, µM (top dose mostly 76.6 µM), for inactives: at the top dose activity change, negative = inhibition, most hits filed as inhibitors; 390,000 tested, 0.093% active; note: % is set by controls: 0 for no effect and ±100 for the full control effect; nearly all actives have a fitted effect of over 65% in size
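IDH1-R132H (0.5 ug/mL) preincubated 30 min with compound, then NADPH (0.016 mM) and alpha-KG (2 mM) added; 80 min at RT, pH 7.5. Remaining NADPH coupled via diaphorase/resazurin to fluorescence (540/590 nm); concentration-response curves normalized to no-enzyme control.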
Numbers without * were called inactive; ? = inconclusive; . = no result given; & = joins results of further samples; [ ] = remark or other dose. Calls come from the whole dose curve; as a rule, active = well fitted curve in the direction sought with a large enough effect; inconclusive = small, poorly fitted or top-dose-only effect, or another doubt; inactive = no such curve, though single readings can be large; an effect the other way counts as inactive or inconclusive. Potency is the fitted concentration of half-maximal effect. The list is partial; count on the stated rates, not on these rows.

SMILES	TrxR1 substrate	RGS4 inh	12-LOX inh	RXFP1 agonist	USP1 inh	Vif-A3F inh	TrxR1 inh	Vif-A3G inh	mIDH1 inhibitor
O=C(/C=C/c1ccc(S(=O)(=O)N2CCOCC2)cc1)NC(=S)Nc1ccc(Cl)cc1Cl	5%[57.1 µM]	-8%	-18%	-0.3%	-8%	-20%	0%[57.1 µM]	-9%	5%
CC(=O)Nc1ccc(S(=O)(=O)Nc2cccc3cccnc23)cc1	-13%[57.1 µM]	1%	3%	-1.1%	-17%	-5%	30%[57.1 µM]	0%	4%
Cc1ccc(NC(=S)NCCSc2ccc(Cl)cc2)c(C)c1	-9%	8%	?	0.1%	-15%	-2%	-20%	0%	-4%
Cc1ccc(Oc2ccccc2/C=N/O)cc1	-2%[57.1 µM]	-19%[11.4 µM]	0%	-0.5%	-6%	-2%	-4%[57.1 µM]	-6%	-3%
COc1cc(C2NC(=O)NC(c3ccccc3)=C2C(C)=O)c(Br)cc1OCC(N)=O (stereo not given)	-10%	0%	-3%	1.5%	-11%	-22%	12%[57.1 µM]	0%	3%
CC(NC(=O)c1cc(-c2ccc(Cl)cc2)on1)c1ccccc1 (stereo not given)	-10%	22%	-21%	-3.5%	5%	-6%	-8%	6%	4%
CC1CCN(C(=O)COC(=O)CNC(=O)c2ccccc2F)CC1	2%	-14%	5%	-0.3%	-19%	-20%	11%	0%	10%
CCOC(=O)C1=C(C)NC(=O)NC1c1ccccc1 (stereo not given)	9%	17%	-6%&-1%	5.8%	-20%	0%	20%	1%	-1%
CC1(C)Cc2c(cnn2-c2ccc(F)cc2)C(NC(=O)C2=CC(=O)CC(C)(C)O2)C1 (stereo not given)	.	.	9%	.	-16%	4%	.	1%	-2%
Cc1ccccc1NC(=O)c1sc2nc3c(cc2c1N)CN(Cc1ccccc1)CC3	6%	-17%	-1%	2.2%	-4%	.	23%	.	.
CC1CCCCC1NC(=O)c1cccc(N2C(=O)C3C4C=CC(C4)C3C2=O)c1 (stereo not given)	6%	13%	-6%	-1.9%	-26%	2%	22%	3%	-5%
CC(C)(CNC(=O)c1ccc(Br)o1)CNC(=O)c1ccc(Br)o1	2%	9%	0%	-0.2%	-23%	-8%	-12%	0%	-1%
COc1ccc(NC(=O)c2ccc(NC(=O)CN3CCN(c4ccccc4OC)CC3)cc2)cc1	.	.	-20%	.	-10%	0%	.	2%	-5%
Cc1cccc(Cc2cnc(NC(=O)C3Cc4ccc(C)cc4C(=O)O3)s2)c1 (stereo not given)	5%	7%	-7%	2.2%	-23%	-3%	36%[activator]	-8%	-2%
O=P1(NC2CCCCC2)OCC2(CO1)COP(=O)(NC1CCCCC1)OC2 (stereo not given)	7%	-6%	2%	.	?	4%	25%	-2%	5%

Structural class, the compounds so far with bromine (2)
SMILES	TrxR1 substrate	RGS4 inh	12-LOX inh	RXFP1 agonist	USP1 inh	Vif-A3F inh	TrxR1 inh	Vif-A3G inh	mIDH1 inhibitor
COc1cc(C2NC(=O)NC(c3ccccc3)=C2C(C)=O)c(Br)cc1OCC(N)=O (stereo not given)	-10%	0%	-3%	1.5%	-11%	-22%	12%[57.1 µM]	0%	3%
CC(C)(CNC(=O)c1ccc(Br)o1)CNC(=O)c1ccc(Br)o1	2%	9%	0%	-0.2%	-23%	-8%	-12%	0%	-1%

Just Vif-A3F inh, for some of the entries so far:
SMILES,Vif-A3F inh
Cc1cccc(Cc2cnc(NC(=O)C3Cc4ccc(C)cc4C(=O)O3)s2)c1 (stereo not given),-3%
O=P1(NC2CCCCC2)OCC2(CO1)COP(=O)(NC1CCCCC1)OC2 (stereo not given),4%
CCOC(=O)C1=C(C)NC(=O)NC1c1ccccc1 (stereo not given),0%
CC(C)(CNC(=O)c1ccc(Br)o1)CNC(=O)c1ccc(Br)o1,-8%

More records:
SMILES	TrxR1 substrate	RGS4 inh	12-LOX inh	RXFP1 agonist	USP1 inh	Vif-A3F inh	TrxR1 inh	Vif-A3G inh	mIDH1 inhibitor
COCCCn1c(SCc2nc3ccccc3c(=O)[nH]2)nc2ccccc2c1=O	0%	-6%	0%	0.8%	-5%	-5%	0%	-1%	8%
O=C(NCc1ccco1)c1cc([N+](=O)[O-])ccc1N1CCOCC1	-3%	-10%	?	1.6%	-20%	-10%	9%	0%	3%
Cc1[nH]n(-c2ccccc2)c(=O)c1C=Nc1ccc2[nH]c(=O)[nH]c2c1	-3%	7%	-10%	4.9%	96%[activator]	3%	1%	0%	-2%
CCOCCn1c(CN2CCN(C(=O)c3ccco3)CC2)nc2c1c(=O)n(C)c(=O)n2C	1%[57.1 µM]	23%	14%	?	1%	-3%	4%[57.1 µM]	2%	-5%
COC(=O)c1sccc1NS(=O)(=O)c1ccc(F)cc1F	-1%[57.1 µM]	1%	0%	-1.7%	-12%	5%	0%[2.29 µM]	0%	-8%
CCN1CCN(c2csc3ccc(C)cc3c2=O)CC1	-2%[57.1 µM]	-12%	-11%	1.0%	-20%	4%	1%[57.1 µM]	-3%	-2%
Cc1nc2ccccc2n1CC(=O)NN	-2%	-9%	3%	0.0%	-14%	2%	4%	1%	-4%
O=S(=O)(/N=C(/Nc1ccccc1)C(F)(F)F)c1ccccc1	-3%	14%	-12%	1.1%	-17%	8%	-5%	-3%	1%
Cc1ccc(Nc2nnc(SC(C)C(=O)NCC3CCCO3)s2)cc1 (stereo not given)	-12%	-23%	208%[activator]	.	-6%	2%	-15%	-5%	10%
Cc1ccc(SCC(=O)NC2CCCCCC2)cc1	8%[57.1 µM]	29%	1%	0.7%	-4%	-2%	20%[57.1 µM]	-1%	10%
COC(=O)c1ccc(CN2CCCC(CNC(=O)Cc3ccc(OC)cc3)C2)cc1 (stereo not given)	3%	11%	1%	1.4%	-23%	-12%	22%	-2%	4%
O=C(CSc1ncnc2sc3c(c12)CCCC3)c1ccccc1	5%[57.1 µM]	-25%	8%	1.1%	-19%	-4%	15%[57.1 µM]	3%	-2%
N#Cc1c(-c2ccc(F)cc2)ccnc1N1CCOCC1	2%	-18%	-1%	4.4%	-24%	4%	-16%	0%	-2%
O=C(Nc1ccccc1O)c1ccccc1O	-6%	9%	-10%	-2.1%	-8%	-32%	18%	3%	5%
CCOc1ccc(OCCC(=O)OCC(=O)N2CCN(S(=O)(=O)c3ccc(C)cc3)CC2)cc1	7%	-21%	?	-0.1%	?	3%	-17%	-15%	1%

A few values from the results shown:
In RGS4 inh, O=S(=O)(/N=C(/Nc1ccccc1)C(F)(F)F)c1ccccc1 has 14%
In Vif-A3G inh, COC(=O)c1ccc(CN2CCCC(CNC(=O)Cc3ccc(OC)cc3)C2)cc1 (stereo not given) has -2%

Next records
SMILES	TrxR1 substrate	RGS4 inh	12-LOX inh	RXFP1 agonist	USP1 inh	Vif-A3F inh	TrxR1 inh	Vif-A3G inh	mIDH1 inhibitor
CC(=O)c1c(C)[nH]c(C(=O)Nc2nccs2)c1C	2%[57.1 µM]	-25%	-6%	0.0%	-18%	-1%	5%[57.1 µM]	?	6%
COc1ccccc1CN1CCCCC1C(=O)O (stereo not given)	7%[57.1 µM]	-37%	-9%	-4.9%	-20%	1%	7%[57.1 µM]	0%	5%
O=C(N/N=C/c1ccc(Cl)c([N+](=O)[O-])c1)c1cc(-c2ccccc2)nc2ccccc12	-6%	13%	-12%	0.1%	-5%	2%	12%	5%	-1%
Cc1ccc(Cl)cc1NC(=O)CSC1=Nc2ccccc2C2=NC(Cc3ccccc3)C(=O)N12 (stereo not given)	1%[57.1 µM]	-35%	-23%	0.9%	-14%	-5%	11%[57.1 µM]	-12%	0%
CCCC/C=C1/CCC(CN(C)C)C1=O (stereo not given)	4%[11.4 µM]	-15%	.	.	-11%	?	0.63µM*	-1%	1%
CN(CCO)c1cc(Sc2nc3ccccc3s2)c2nonc2c1[N+](=O)[O-]	-7%	?	?	2.0%	-18%	-2%	0.35µM*	?	6%
CCOC(=O)N1CCC(NC(=O)c2cc3c(-c4ccc(OC)c(OC)c4)nn(C)c3s2)CC1	12%	9%	0%[57.4 µM]	2.8%	-14%	3%	7%	1%	-2%
COc1ccccc1/C=C/C=N/n1c(-c2ccc(Cl)cc2)n[nH]c1=S	6%[57.1 µM]	?	?	-0.5%	7%	-7%	-7%[57.1 µM]	-15%	-4%
Cc1ccccc1CSc1nnc([C@@H]2CCCN2)o1	5%	-8%	0%	1.1%	-11%	-14%	1%	-8%	4%
COc1ccc(CNC(=O)c2cc3c(=O)n(Cc4ccc(OC)cc4)ccc3nc2C)cc1	2%[57.1 µM]	-20%	2%	16%	-24%	-1%	8%[57.1 µM]	-7%	-19%
O=C(NCCSc1ccccc1)c1cccnc1	13%	13%	-14%	0.0%	-14%	-2%	24%	-2%	11%
NS(=O)(=O)c1ccc(CCNC(=O)/C=C/c2ccccc2[N+](=O)[O-])cc1	-6%[57.1 µM]	14%	-12%	-0.7%	-12%	0%	-9%[57.1 µM]	-6%	5%
CC(=O)N(C)c1ccc(NC(=O)Nc2ccc(C)c(C)c2)cc1	7%	-5%	-11%	-3.6%	-18%	-18%	24%	1%	0%
